# MITF primary – MITF inhibitors, primary screen, biochemical, AlphaScreen, human | AlphaScreen MITF homodimerization, bead proximity signal | inhibition, % at 2.6 µM | Microphthalmia-associated transcription factor (Homo sapiens), O75030 | hit rate 0.91% among 650,000; in the data active means inhibition above about 50%;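 further: 0% = vehicle wells with protein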
# FBW7 act – FBW7 E3 ligase activators, primary screen, biochemical, AlphaScreen, human | F-box/WD repeat-containing protein 7 (Homo sapiens), Q969H0 | AlphaScreen FBW7–phospho-cyclin E peptide binding, activator screen | normalized activity (activation), % at 26.1 µM | hit rate 0.13% among 650,000; in the data active means normalized activity above about 1.9%;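 further: purified mutant Fbw7 with reduced substrate affinity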
# TEAD-YAP inh – TEAD-YAP interaction inhibition, primary screen, TEAD-YAP interaction inhibitor project, luminescence, HEK-TIYL cells | TEAD-Gal4/YAP UAS-luciferase luminescence | inhibition, % at 9.12 µM | hit rate 1.4% among 640,000 | AID 1259422, 2018; in the data active means inhibition above about 32%;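 further: 0% = median of test compound wells and 100% = reference inhibitor wells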
# GPR151 activ – activators of human GPR151, primary screen, cell-based, PathHunter beta-arrestin, luminescence | G-protein coupled receptor 151 (Homo sapiens), Q8TDV0 | PathHunter beta-arrestin GPR151 cells | activation, % at 11.2 µM | hit rate 1% among 650,000 | AID 1508602, 2020; in the data active means activation above about 4.9%;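 further: 0% = median of compound wells and 100% = cells with positive control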
# Target sequence (Q8TDV0 whole entry, looked up): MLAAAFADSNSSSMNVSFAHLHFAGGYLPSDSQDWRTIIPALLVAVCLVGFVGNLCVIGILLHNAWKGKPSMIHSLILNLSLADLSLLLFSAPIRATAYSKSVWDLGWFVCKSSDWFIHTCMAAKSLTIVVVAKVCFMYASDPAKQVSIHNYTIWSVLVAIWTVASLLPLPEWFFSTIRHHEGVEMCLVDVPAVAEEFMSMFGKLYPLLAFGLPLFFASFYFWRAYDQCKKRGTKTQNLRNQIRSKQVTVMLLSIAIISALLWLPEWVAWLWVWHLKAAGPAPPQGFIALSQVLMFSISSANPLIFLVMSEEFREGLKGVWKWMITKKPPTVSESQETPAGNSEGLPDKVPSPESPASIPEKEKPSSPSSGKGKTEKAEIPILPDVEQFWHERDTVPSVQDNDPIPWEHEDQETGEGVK
# Starred values were filed as active, the others as inactive.
1: CCOC(=O)N1CCN(C(=O)C2CC(c3ccccc3OC)=NO2)CC1 (configuration not stated)
2: CCOC(=O)c1c(NC(=O)CSc2nnc(CNC(=O)COc3ccc(Cl)cc3)n2-c2ccccc2OC)sc2c1CCC2
3: COc1ccc(C(=O)NCCc2nnc3n2CCN(C/C=C/c2ccco2)CC3)cc1
4: CC(CCc1ccccc1)NC(=O)CCC(=O)O (configuration not stated)
5: Cc1nc2c(C(=O)NC3CCCc4ccccc43)cnn2c(C)c1Cc1ccccc1Cl (configuration not stated)
Compound	1	2	3	4	5
MITF primary	-6	-9	8	16	1
FBW7 act	0.1	0.3	0.1	1.1	0.0
TEAD-YAP inh	7	-12	-9	-2	-5
GPR151 activ	0.5	0.7	-0.1	-1.2	0.4

6: Fc1ccc(-c2csc(-c3nc(-c4ccc(F)cc4)cs3)n2)cc1
7: O=C(CCc1nnc(CCc2ccccc2)o1)NCc1ccc2ncccc2c1
8: Cc1ccnc2nc(C(=O)OCC(=O)NCCc3ccccc3)nn12
9: CCCn1c(C)cn2c3c(=O)n(CCC(=O)OCC)c(=O)n(C)c3nc12
10: Cc1c(OCC(=O)O)ccc2c3c(c(=O)oc12)CCC3
Compound	6	7	8	9	10
MITF primary	-9	-8	-14	-6	10
FBW7 act	-0.1	0.0	0.0	0.0	0.3
TEAD-YAP inh	-11	2	-8	-2	-13
GPR151 activ	-0.7	1.4	0.6	-1.2	-1.4

11: Cc1cccc(/C=N/NC(=O)c2ccco2)c1
12: O=C(N1CCOCC1)N1CCN(S(=O)(=O)N2CCCC2)CC1
13: CCC(C(=O)NC1CCC(C)CC1)n1c2ccccc2c2nc(=O)cc(C)n21 (configuration not stated)
14: Cc1ccc(C(=O)Nc2ccc(O)c(-c3nc4ccccc4o3)c2)cc1
15: C=CCOc1ccc(/C=N/NC(=O)C(=O)N2CCCC2)cc1OCC
Compound	11	12	13	14	15
MITF primary	-4	-8	-2	-4	-5
FBW7 act	-0.1	0.1	0.5	0.0	-0.4
TEAD-YAP inh	-74	0	-7	-5	0
GPR151 activ	-0.3	1.4	0.1	2.0	-1.2

16: Cc1ccccc1-c1nnc(-c2ccco2)o1
17: Brc1ccc(C2=NN3C(C2)c2ccccc2OC3c2ccccc2)cc1 (configuration not stated)
18: O=C(c1cc2nc(-c3cccs3)cc(C(F)(F)F)n2n1)N1CCN(C(=O)c2ccco2)CC1
19: O=C(O)c1ccc2c(c1)C(=O)N(c1cccc(C(F)(F)F)c1)C2=O
20: Cc1ccccc1C1C(C#N)=C(N)N(N(C)C)C2=C1C(=O)CC(c1ccccc1)C2 (configuration not stated)
Compound	16	17	18	19	20
MITF primary	-5	4	14	-11	-4
FBW7 act	-0.1	0.0	0.7	-0.1	-0.1
TEAD-YAP inh	-33	-8	-14	-3	64*
GPR151 activ	-4.1	-0.2	2.0	-0.7	-1.2

21: O=C(CCC1(Cc2ccc(F)cc2)CCC(=O)N1)NCc1nc(-c2ccccc2)cs1 (configuration not stated)
22: NC(=O)c1ccc(NC(=O)CNS(=O)(=O)c2cc(Cl)ccc2Cl)cc1
23: CCc1ccc(NC(=O)c2ccc(F)c(S(=O)(=O)N3CC(C)CC(C)C3)c2)cc1 (configuration not stated)
24: c1ccc(CCn2cc(-c3ccncc3)cn2)cc1
25: CCC1(CC)C(=O)C(C)(C)C(=O)OC1c1cccs1 (configuration not stated)
Compound	21	22	23	24	25
MITF primary	4	9	-3	9	-21
FBW7 act	0.2	0.1	-0.1	0.0	0.2
TEAD-YAP inh	5	6	0	-52	-5
GPR151 activ	0.6	0.0	2.3	-1.3	1.1

26: CCn1c(SCC(=O)NCCOc2ccccc2)nc2ccccc2c1=O
27: Cc1ccc(S(=O)(=O)N(CC(=O)N2CCOCC2)Cc2cccc(C)c2)cc1
28: Cc1ccc(Cl)cc1NC(=O)Cn1c2ccccc2c(=O)c2ccc(Cl)cc21
29: CC(C)(C)C(=O)NCC12C=CC(O1)C1C(=O)N(c3ccc(Cl)cc3)C(=O)C12 (configuration not stated)
30: CCOC(=O)c1cc(NC(=O)/C=C\C(=O)O)ccc1Cl
Compound	26	27	28	29	30
MITF primary	-8	18	-9	18	-1
FBW7 act	0.0	0.4	0.0	0.0	0.1
TEAD-YAP inh	8	-1	-11	1	1
GPR151 activ	1.6	-0.7	-0.8	-1.2	1.6

31: C/C(=C\c1nsc(Nc2ccccc2)n1)NCc1ccc(Cl)cc1
32: CCOC(=O)C1=C(C)N=c2s/c(=C/c3cnn(C)c3C)c(=O)n2C1c1ccc(N(C)C)cc1 (configuration not stated)
33: CC(OC(=O)c1cc(Cl)ccc1[N+](=O)[O-])C(=O)NC12CC3CC(CC(C3)C1)C2 (configuration not stated)
34: COc1ccc(-n2nc([N+](=O)[O-])c(=NCc3ccccc3OC)n2O)cc1
35: CC(=O)Oc1ccc2c(c1)O/C(=C\c1ccccc1Cl)C2=O
Compound	31	32	33	34	35
MITF primary	-1	4	15	-1	-3
FBW7 act	0.1	0.0	-0.3	-0.9	-0.2
TEAD-YAP inh	-2	1	4	-55	6
GPR151 activ	-0.5	-0.1	-1.3	-1.3	0.7

36: CCOc1ccc(CNn2c(C)nnc2SCc2ccccc2F)cc1
37: CCOc1ccc(NC(=O)CNS(=O)(=O)c2ccc(C)cc2)cc1
38: CC(=O)Nc1ccc(NS(=O)(=O)c2ccc(Cl)cc2)cc1
39: O=C(c1ccccc1Cl)N1CCN(c2ccccn2)CC1
40: CCOc1ccc(C2Nn3c(C)nnc3SC2C(=O)Nc2ccccc2CC)cc1 (configuration not stated)
Compound	36	37	38	39	40
MITF primary	21	-5	-2	1	-16
FBW7 act	1.0	0.1	-0.3	0.0	1.7
TEAD-YAP inh	-6	-3	-14	-3	2
GPR151 activ	-0.2	-1.7	0.5	0.1	0.8

41: COc1ccc(C[C@@H](N)c2nc3ccc(-c4ccncc4)cc3[nH]2)cc1
42: CCSc1nnc2c(n1)OC(c1ccco1)Nc1ccccc1-2 (configuration not stated)
43: Cc1ccccc1-n1nc2c(c1NC(=O)C(C)Oc1ccccc1)CS(=O)(=O)C2 (configuration not stated)
44: COc1ccccc1NC(=O)N1CCC(c2nnc(-c3ccc(F)cc3)o2)CC1
45: O=C(c1cc(Br)cc(Br)c1)N1CCCC1
Compound	41	42	43	44	45
MITF primary	7	4	5	-12	2
FBW7 act	-1.4	-0.1	0.0	0.2	-0.1
TEAD-YAP inh	-5	-13	-7	5	5
GPR151 activ	3.9	-0.4	2.2	1.7	1.7

46: O=C(Cc1ccc2c(=O)c(Oc3ccc(F)cc3)coc2c1)Nc1ccc(F)cc1
47: O=c1c2cn[nH]c2nc(SCc2ccccc2Cl)n1-c1ccc(Oc2ccccc2)cc1
48: COc1ccc(C2CCN(C(=O)c3cccs3)C2)cc1 (configuration not stated)
49: CCOC(=O)Cc1csc2nc3sc4c(c3c(=O)n12)CCC4
50: O=C(Nc1ccc(/C=C/c2ccccc2)cc1)c1ccccc1[N+](=O)[O-]
Compound	46	47	48	49	50
MITF primary	-1	2	3	-6	3
FBW7 act	0.7	-0.2	0.0	0.0	0.0
TEAD-YAP inh	-11	7	-24	2	-40
GPR151 activ	1.3	2.5	-1.9	1.1	-0.2

51: CCc1ccc(NC(=O)CSc2nc3ccsc3c(=O)n2CC2CCC(C(=O)O)CC2)cc1 (configuration not stated)
52: O=C(Nc1cc(Cl)ccc1Oc1ccc(Cl)c2ccccc12)c1cc(Cl)cc(Cl)c1O
53: COc1ccc(NC(=S)NC(=O)Cc2ccccc2)cc1
54: O=[N+]([O-])c1ccccc1S(=O)(=O)Nc1ccc(SC(F)F)cc1
55: OC1(c2ccccc2)C2C3CC4C5C3C1C(O)(C5Br)C42 (configuration not stated)
Compound	51	52	53	54	55
MITF primary	3	2	0	-3	6
FBW7 act	-0.1	-0.2	0.1	-0.2	0.3
TEAD-YAP inh	6	4	-38	0	2
GPR151 activ	2.4	0.8	-0.3	0.3	2.6

56: COc1ccc(N2CCN(C(=O)c3ccc4nc(-c5cccs5)c(-c5cccs5)nc4c3)CC2)cc1
57: COc1ccc(CN2CCN(Cc3cccc(SC)c3)CC2CCO)c(F)c1 (configuration not stated)
58: COc1ccc(OC)c(NC(=S)NCc2ccc(S(N)(=O)=O)cc2)c1
59: CCOc1cccc(CN2CCN(C3CCCCC3)C(CCO)C2)c1O (configuration not stated)
60: O=C(NCc1ccco1)c1nnc(Cc2cccc(Cl)c2)o1
Compound	56	57	58	59	60
MITF primary	21	-16	4	4	-4
FBW7 act	0.2	-0.1	0.2	-0.1	-0.3
TEAD-YAP inh	3	-6	3	4	-16
GPR151 activ	-0.3	-0.4	1.6	3.0	-0.6

61: C=CCNc1nc(-c2cc(C)ccc2C)cs1
62: CCN(CC)c1ccc(NC(=O)Nc2ccc(OC)c(OC)c2)cc1
63: Cc1cc(C)nc(SCc2ccccc2Cl)n1
64: O=C(Nc1nnc(-c2ccc(F)cc2)o1)c1ccc(F)cc1
65: COc1ccc2[nH]c(=O)c(CN(CCCO)C(=O)c3cccs3)cc2c1
Compound	61	62	63	64	65
MITF primary	4	7	18	-5	7
FBW7 act	-0.1	-0.3	2.2*	0.5	0.0
TEAD-YAP inh	4	5	-12	-2	1
GPR151 activ	-1.6	-0.3	-0.8	-0.2	2.2

66: CCOc1ccc(-n2c(SCC(=O)NC(C)(C)C)nnc2-c2cccnc2)cc1
67: CCCCn1c(=N)c(C(N)=O)cc2c(=O)n3ccccc3nc21
68: O=C(c1cccc(Cl)c1)N1CCCC1
69: COCCN(Cc1cccc(OC)c1)C(=O)c1nc2ccc(-c3cn[nH]c3)cc2s1
70: COc1ccccc1NC(=O)CC1NCCNC1=O (configuration not stated)
Compound	66	67	68	69	70
MITF primary	3	13	2	4	7
FBW7 act	0.2	-0.1	0.2	0.2	-0.1
TEAD-YAP inh	7	12	9	-9	9
GPR151 activ	0.4	-0.9	0.7	0.9	0.1

71: COC(=O)C1=C(C)NC2=C(C(=O)CC(C)(C)C2)C1c1cc(Br)cc(Br)c1O (configuration not stated)
72: OCc1nc2ccccc2n1Cc1ccc(F)cc1
73: COc1cccc(NC(=S)Nc2ccc(N(C)C)cc2)c1
74: O=C(c1ccco1)N1CCN(C(c2ccccc2)c2nnnn2C2CCCCC2)CC1 (configuration not stated)
75: CCCn1c2ccccc2c2nnc(SCCN3CCCCC3)nc21
76: CC(=O)c1ccc(NC(=O)CSc2nc3cccnc3n2Cc2ccccc2)cc1
77: CCn1c(/C=C/c2cccc(Br)c2)nc2ccccc2c1=O
78: COc1ccc(-c2noc(-c3ccccc3C(=O)Nc3ccccc3)n2)cc1OC
Compound	71	72	73	74	75	76	77	78
MITF primary	2	-3	11	-9	19	-6	-4	10
FBW7 act	0.0	0.1	-0.5	0.0	0.7	0.5	-0.1	-0.1
TEAD-YAP inh	8	-2	-46	-12	4	-11	-16	9
GPR151 activ	0.1	-1.4	-1.8	-1.5	-0.4	4.0	0.0	-1.2

# Compounds as they come; overall some 3.4% were active at least once.
